GPR7 antag: GPR7 receptor antagonists, primary screen, cell-based, fluorescence, single concentration; inhibition, % at 4.4 µM; GPR7-expressing cells, fluorescence antagonist assay; Neuropeptides B/W receptor type 1 (Homo sapiens), P48145; AID 1861, 2009; hit rate 1.1% among 290,000; in the data active = inhibition above about 16%, passing the limit was not always enough;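 note: cells stimulated with the agonist NPW; 0% = agonist with vehicle and 100% = vehicle without agonist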
Target sequence (P48145 whole entry, looked up): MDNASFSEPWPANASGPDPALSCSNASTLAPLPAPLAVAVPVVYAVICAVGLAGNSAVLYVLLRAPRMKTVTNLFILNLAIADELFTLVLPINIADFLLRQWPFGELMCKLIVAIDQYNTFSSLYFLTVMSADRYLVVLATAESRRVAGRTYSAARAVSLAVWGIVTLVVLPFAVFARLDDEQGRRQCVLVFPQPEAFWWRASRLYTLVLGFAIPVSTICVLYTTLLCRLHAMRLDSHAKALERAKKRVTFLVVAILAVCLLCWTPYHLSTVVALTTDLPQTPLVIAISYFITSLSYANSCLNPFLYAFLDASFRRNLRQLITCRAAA
GalR3 antagonist: GalR3 antagonists in HEK293 cells, primary screen, cell-based, fluorescence readout; Galanin receptor type 3 (Homo sapiens), O60755; HEK293 GalR3-CNG cAMP membrane potential fluorescence; galR3 body fused to GalR1 C-terminus; inhibition, % at 3 µM; hit rate 0.44% among 360,000; AID 651719, 2012;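 active = inhibition above the screen-wide average plus 3 SD, cut at about 13% in these data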;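 note: forskolin and galanin both at EC90 stimulate the cells; cAMP rise reported by CNG channel membrane potential dye signal; 0% = forskolin plus galanin with DMSO and 100% = forskolin alone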
Target sequence (O60755 1-299 limits assumed): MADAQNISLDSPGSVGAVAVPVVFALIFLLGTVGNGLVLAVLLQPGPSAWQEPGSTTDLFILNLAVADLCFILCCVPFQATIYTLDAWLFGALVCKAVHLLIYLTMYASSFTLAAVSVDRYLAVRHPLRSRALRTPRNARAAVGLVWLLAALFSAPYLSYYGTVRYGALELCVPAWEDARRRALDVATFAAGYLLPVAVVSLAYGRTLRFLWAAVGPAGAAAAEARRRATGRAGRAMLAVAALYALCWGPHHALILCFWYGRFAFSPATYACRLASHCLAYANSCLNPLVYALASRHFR
MEKK2wt PB1 HTS: modulators of MEK5 binding to wildtype MEKK2, primary screen, biochemical, multiplex bead flow cytometry, Alexa488-MEK5; Mitogen-activated protein kinase kinase kinase 2 (Homo sapiens), Q9Y2U5; binding response (% of control), % at 10 µM; Alexa488-MEK5 binding to MEKK2 WT; actives lie on both sides; hit rate 1.1% among 290,000; in the data active = binding response below about 67% or above about 130%
NALP1 inh: NALP1 inflammasome inhibitors in reconstituted yeast, colorimetric, S. cerevisiae, triplicate retest; S. cerevisiae NALP1/ASC/caspase-1 growth, X-gal OD620, 72 h; AID 2071, 2009; inhibition, % at 10 µM; hit rate 0.61% among 280,000; in the data active = inhibition mostly above about 24%, no sharp cut-off; inactive = mostly below about 32%; note: some compounds called inactive have numbers as strong as hits
OXTR agonist: human OXTR agonists, primary screen, fluorescence, CHO-OTR cells, Fluo-8 calcium | activation, % at 3 µM | hit rate 0.32% among 320,000 | Oxytocin receptor (Homo sapiens), P30559 | Fluo-8 calcium fluorescence; normalized: DMSO 0%, oxytocin 100%;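 active = activation above the mean of all tested compounds plus 3 SD, cutoff set per screening run, cut at about 20% in these data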;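 note: peak over basal fluorescence ratio from a 100 s FLIPR kinetic read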
MEKK2 mut-MEK5: MEK5 binding signal on mutant MEKK2 PB1, primary screen, biochemical, multiplex bead flow cytometry, Alexa488-MEK5; Alexa488-MEK5 binding to MEKK2 mutant; percent response, % at 10 µM; hit rate 0.35% among 290,000; AID 1530, 2009; in the data active = percent response above about 24%, passing the limit was not always enough; note: inactives centre near 1; some results filed as inactive read as strong as hits; reference of the scale not given here
MEKK3 PB1 HTS: modulators of MEKK3-MEK5 PB1 binding, primary screen, biochemical, wildtype MEKK3, multiplex bead flow cytometry, Alexa488-MEK5; Mitogen-activated protein kinase kinase kinase 3 (Homo sapiens), Q99759; AID 1529, 2009; bead-based flow cytometry, Alexa488-MEK5 binding to MEKK3; actives lie on both sides; 0 = blocked by unlabeled MEK5, 100 = vehicle; binding response (% of control), % at 10 µM; hit rate 1.4% among 290,000;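 active = binding response more than 3 SD above or below the average of its plate-row segment, actives on both sides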;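 note: Alexa488 bead fluorescence after subtracting the streptavidin-only scavenger bead signal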
PHOSPHO1 block: PubChem AID 1565; Phosphoethanolamine/phosphocholine phosphatase (Homo sapiens), Q8TCT1; recombinant PHOSPHO1, absorbance phosphatase assay; inhibition, % at 13.3 µM; hit rate 1.1% among 290,000; in the data active = inhibition above about 60%
Target sequence (Q8TCT1 whole entry, looked up): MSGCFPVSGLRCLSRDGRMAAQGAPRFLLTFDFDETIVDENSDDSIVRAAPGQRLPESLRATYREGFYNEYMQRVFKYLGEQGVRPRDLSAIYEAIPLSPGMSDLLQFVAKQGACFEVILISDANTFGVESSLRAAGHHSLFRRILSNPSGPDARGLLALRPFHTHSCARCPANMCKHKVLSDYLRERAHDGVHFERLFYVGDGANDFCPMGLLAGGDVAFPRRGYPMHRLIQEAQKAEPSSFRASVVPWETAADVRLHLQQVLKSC
V1R ag counter: agonists of human V1a receptor, primary screen, counter-screen for OXTR agonist project, fluorescence, CHO-V1R cells; Vasopressin V1a receptor (Homo sapiens), P37288; Fluo-8 calcium fluorescence, agonist mode; 0% DMSO, 100% 3 nM vasopressin; activation, % at 3 µM; hit rate 0.25% among 320,000;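 active = activation above the mean activation of all tested compounds plus 3 SD, per screening run, cut at about 20% in these data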;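 note: signal is peak over basal fluorescence ratio across a 100 second FLIPR read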
Starred values were filed as active, the others as inactive; / = not tested or not shown; [ ] = remark or other dose.

entry	compound	GPR7 antag	NALP1 inh	V1R ag counter	MEKK2wt PB1 HTS	OXTR agonist	MEKK3 PB1 HTS	GalR3 antagonist	MEKK2 mut-MEK5	PHOSPHO1 block
1	Cc1oc2c(cc(NS(=O)(=O)c3ccc(F)cc3)c3ccccc32)c1C(=O)O	-8	1	0.7	93	-0.5	100	-10	-6	30
2	CC(=O)c1c(C)oc2ccc(NS(=O)(=O)c3ccc(C(=O)O)cc3)cc12	-2	15	0.9	98	0.3	99	-8	2	27
3	CCc1ccc(S(=O)(=O)c2nnn3c2nc(N2CCOCC2)c2ccccc23)cc1	-10	18	0.3	96	-0.1	99	-8	-1	4
4	Cc1cc(C)c(NC(=S)N2CCN(c3ccc([N+](=O)[O-])cn3)CC2)cc1C	28	13	5.0	104	4.8	104	-2	6	14
5	C=CCSC1=N/C(=C\c2cccnc2)C(=O)N1c1ccc(OC)cc1	2	11	-1.6	99	-2.2	102	3	-1	-24
6	CCOC(=O)N1CCN(C(=O)c2cnc3n(c2=O)CCS3)CC1	-4	-1	0.3	102	0.2	101	-1	3	-3
7	Cc1ccc(-c2nc(CN(C)C)cc(CN(C)C)c2O)cc1	-5	-10	-0.6	111	1.2	105	-3	14	4
8	O=C(O)c1ccc(CSc2nc3ccc(NC(=O)c4ccccc4C(=O)O)cc3s2)cc1	-6	-7	0.0	94	0.5	100	-2	-5	43
9	CC(C)Nc1ccc(C(CC(N)=O)NC(=O)c2ccc(Br)cc2)cc1[N+](=O)[O-] (configuration not stated)	/	/	-0.2	102	0.0	97	0	1	39
10	COc1ccc(-c2nc(NC(=O)C3CCN(c4nc5ccccc5o4)CC3)sc2C)cc1	1	3	3.8	114	1.0	111	-2	1	-14
11	COc1ccc(CNC(=O)C/C(C)=N/NC(=O)COc2cccc(C)c2)cc1	-13	-2	-0.2	102	-1.0	99	-2	9	15
12	CN(CC(=O)NCc1ccc(F)cc1)Cc1ccc(Br)cc1	-8	9	0.0	106	-1.3	103	-9	2	39
13	Clc1cccc(Cl)c1Cn1cnc2c(NCc3ccco3)ncnc21	-2	8	0.8	110	0.3	107	/	7	10
14	CCc1ccc(NC(=O)CS(=O)CC(=O)Nc2ccc(F)cc2F)cc1 (configuration not stated)	2	16	1.1	98	-0.1	95	-4	2	10
15	O=C(NNC(=O)c1cccnc1)Nc1ccccc1	2	15	0.9	98	0.7	98	-12	-2	44
16	O=C(CCc1nnc(Cc2ccc3c(c2)OCO3)o1)NCc1nc2ccccc2s1	-8	5	/	94	/	99	-1	-6	15
17	O=C(CSc1ncnc2c1sc1ccccc12)Nc1ccc(Br)cc1	-2	3	0.1	107	1.3	100	-1	-1	-10
18	C=CCOc1ccc(-c2n[nH]c(=S)o2)cc1	0	2	0.9	112	1.7	131*	-4	0	2
19	O=C(CCCc1ccccc1)NCc1ccc(F)cc1	-4	34	-0.3	94	-1.5	92	1	-2	3
20	Cc1ccc(Nc2nc(CSc3nnc(-c4ccc(F)cc4)n3C)cs2)cc1	9	17	-0.7	3.0*[inhibitor]	-2.5	1.0*[inhibitor]	-7	-8	-16
21	C=CCSc1nnc2c(n1)OC(C)=Nc1ccc(Br)cc1-2	-14	9	0.1	98	-0.4	102	-5	2	-144
22	Cc1c(C(=O)Nc2cccc(Cl)c2)oc2ccc(S(=O)(=O)N3CCC4(CC3)OCCO4)cc12	-10	16	0.0	/	5.1	/	/	/	26
23	Cc1nn(C)cc1CN(C)S(=O)(=O)c1cccc([N+](=O)[O-])c1	-4	7	3.9	94	2.5	98	-6	-3	47
24	C=CCn1c(O)c(N=NC(=O)CNC(=O)c2cccs2)c2ccccc21	-13	37	1.7	105	0.5	106	6	-2	10
25	O=C(CSc1nnc(CNC(=O)c2ccccc2F)o1)NC1CCCC1	-5	-29	0.1	106	0.4	104	-10	2	38
26	O=C(Nc1ccc(S(=O)(=O)NCc2cccnc2)cc1)c1ccco1	-1	14	2.0	106	-0.8	100	-4	2	-18
27	COCCCNC(=O)C1CC(=O)N(CCc2ccc(OC)c(OC)c2)C1 (configuration not stated)	-2	0	0.4	103	2.0	106	6	3	50
28	CC(=O)NC1C(OCc2cccc(Br)c2)OC(COC(C)=O)C(OC(C)=O)C1OC(C)=O (configuration not stated)	0	11	0.3	100	0.6	101	-3	2	-13
29	CC12CCC(=O)C=C1CCC1C2C(O)CC2(C)C1CCC2(O)C(=O)CO (configuration not stated)	-15	13	-0.6	110	0.5	103	1	5	5
30	CCCNC(=O)CCn1c(-c2ccc(C)cc2)cc(C(=O)OCC)c1C	-6	1	-0.8	94	-1.8	99	-4	-7	-1
31	CCOC(=O)N1CCC(NC(=O)Cc2cn(C)c3ccccc23)CC1	4	17	0.4	106	-0.2	107	3	-6	7
32	Cc1cccc(NC(=O)CSc2nnc(CN3CCOCC3)n2C)c1C	1	-10	0.9	99	0.3	98	-3	-2	32
33	FC(F)(F)c1cccc(CNC2CCN(Cc3ccccc3)CC2)c1	-6	13	1.9	112	1.8	103	-5	8	30
34	CC1(C)CC(=O)c2cc(OCC(=O)N3CCN(c4ccccc4F)CC3)ccc2O1	-8	39	1.3	98	1.9	98	-9	0	-3
35	Nc1cccc(C(=O)Nc2cccc3ncccc23)c1	11	-3	0.8	105	0.8	104	-7	3	/
36	COc1cccc(C2C3=C(CCCC3=O)NC3=C2C(=O)c2ccccc23)c1 (configuration not stated)	-1	-14	0.1	94	0.4	102	/	-5	6
37	CC(C)c1onc(C(=O)NC(C)c2ccccc2)c1[N+](=O)[O-] (configuration not stated)	17	12	0.2	72	-0.7	73	-1	-17	5
38	CCOc1cccc(C(=O)Nc2ccccc2C(=O)N2CCOCC2)c1	-6	3	0.8	100	-0.4	104	-1	-1	10
39	CCOC(=O)Cc1[nH]nc2c1C(C1C=CCCC1)C(C#N)=C(N)O2 (configuration not stated)	4	-6	0.4	112	0.9	113	-1	2	13
40	CCOC(=O)c1ccc(N2C(=O)c3n[nH]c(-c4ccco4)c3C2c2ccc([N+](=O)[O-])cc2)cc1 (configuration not stated)	-12	-28	0.2	101	0.6	96	-1	-2	4
41	O=C(NC1(C(F)(F)F)NC(=O)N(Cc2cccnc2)C1=O)c1cccs1 (configuration not stated)	-8	-9	1.3	109	0.1	109	-2	14	-27
42	COc1ccc(S(=O)(=O)N2CCN(C3CCCC(C)C3)CC2)cc1 (configuration not stated)	-13	6	0.4	102	-0.5	101	-8	-1	40
43	COc1ccc([C@H]2[C@H](C(=O)C(C)(C)C)N3N=Cc4ccccc4C3[C@]23N=C(c2ccccc2)OC3=O)cc1OC (some centres not stated)	5	-11	0.1	/	-1.0	/	/	/	4
44	CCOC(=O)c1c(C)oc2cc(Br)c(OCC(N)=O)cc12	-2	-4	0.7	94	0.8	86	-3	2	-4
45	COc1cc(/C=N/NC(=O)c2nonc2C)ccc1O	-13	-18	4.9	100	-0.2	100	-7	-2	-17
46	Cc1ccc(NC(=O)Cn2nc(C)c3ccccc3c2=O)c(C)c1	14	0	0.5	105	0.4	103	-4	2	9
47	CCc1cc(=O)oc2c(C)c(OCC(=O)NCc3ccccn3)ccc12	-12	11	1.1	103	0.5	102	-1	2	38
48	CCOC(=O)c1sc(N)c(C(=O)OCC)c1COC(=O)C1CC(=O)N(Cc2ccco2)C1 (configuration not stated)	-3	15	-0.5	106	-2.0	105	5	0	10

Taken from above:
In PHOSPHO1 block, `CCOC(=O)c1sc(N)c(C(=O)OCC)c1COC(=O)C1CC(=O)N(Cc2ccco2)C1` (configuration not stated) is entered as 10
In MEKK2 mut-MEK5, `O=C(NC1(C(F)(F)F)NC(=O)N(Cc2cccnc2)C1=O)c1cccs1` (configuration not stated) is entered as 14

Next section:
entry	compound	GPR7 antag	NALP1 inh	V1R ag counter	MEKK2wt PB1 HTS	OXTR agonist	MEKK3 PB1 HTS	GalR3 antagonist	MEKK2 mut-MEK5	PHOSPHO1 block
49	COc1ccc(-c2cn3cccnc3n2)cc1NC(=O)C(C)C	-14	3	-0.2	101	-0.3	98	-3	6	46
50	O=C(Nc1ccccc1NC(=O)c1ccccc1Cl)c1ccccc1Cl	-10	27	0.7	104	-1.0	96	-9	3	36
51	O=C1CCC([N+](=O)[O-])C(c2cc3c(cc2Cl)OCO3)N1 (configuration not stated)	-4	-16	0.0	98	0.0	101	-2	-9	25
52	CCCCN(CCCNC(=O)CN1C(=O)COc2ccccc21)c1ccccc1	6	3	-0.8	90	-1.7	90	-10	-5	31
53	O=C(NC1CCN(C(=O)Nc2ccccc2)CC1)C1CCCCC1	-2	6	0.6	111	-0.1	112	-7	2	3
54	CN1CCC(OC(=O)COc2ccc(Cl)cc2Cl)CC1	1	11	1.3	64	0.9	68	-5	-13	-8

Ordered by number of heavy atoms (falling): some entries from above
entry	compound	GPR7 antag	NALP1 inh	V1R ag counter	MEKK2wt PB1 HTS	OXTR agonist	MEKK3 PB1 HTS	GalR3 antagonist	MEKK2 mut-MEK5	PHOSPHO1 block
43	COc1ccc([C@H]2[C@H](C(=O)C(C)(C)C)N3N=Cc4ccccc4C3[C@]23N=C(c2ccccc2)OC3=O)cc1OC (some centres not stated)	5	-11	0.1	/	-1.0	/	/	/	4
48	CCOC(=O)c1sc(N)c(C(=O)OCC)c1COC(=O)C1CC(=O)N(Cc2ccco2)C1 (configuration not stated)	-3	15	-0.5	106	-2.0	105	5	0	10
52	CCCCN(CCCNC(=O)CN1C(=O)COc2ccccc21)c1ccccc1	6	3	-0.8	90	-1.7	90	-10	-5	31
41	O=C(NC1(C(F)(F)F)NC(=O)N(Cc2cccnc2)C1=O)c1cccs1 (configuration not stated)	-8	-9	1.3	109	0.1	109	-2	14	-27
46	Cc1ccc(NC(=O)Cn2nc(C)c3ccccc3c2=O)c(C)c1	14	0	0.5	105	0.4	103	-4	2	9
49	COc1ccc(-c2cn3cccnc3n2)cc1NC(=O)C(C)C	-14	3	-0.2	101	-0.3	98	-3	6	46
44	CCOC(=O)c1c(C)oc2cc(Br)c(OCC(N)=O)cc12	-2	-4	0.7	94	0.8	86	-3	2	-4
45	COc1cc(/C=N/NC(=O)c2nonc2C)ccc1O	-13	-18	4.9	100	-0.2	100	-7	-2	-17

Assay outcomes deposited in PubChem by several laboratories.
